OX1R antag-1: blocks the human orexin 1 receptor | inhibition, % at 6.6 µM | O43613 | 330,000 tested, 1.8% active | AID 485270 | OX1R-expressing cells, FRET antagonist read-out; in the data active = inhibition mostly above about 38%, no sharp cut-off; inactive = mostly below about 40%;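 also: 0% = agonist challenge alone and 100% = reference antagonist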
Target sequence (O43613 whole entry, looked up): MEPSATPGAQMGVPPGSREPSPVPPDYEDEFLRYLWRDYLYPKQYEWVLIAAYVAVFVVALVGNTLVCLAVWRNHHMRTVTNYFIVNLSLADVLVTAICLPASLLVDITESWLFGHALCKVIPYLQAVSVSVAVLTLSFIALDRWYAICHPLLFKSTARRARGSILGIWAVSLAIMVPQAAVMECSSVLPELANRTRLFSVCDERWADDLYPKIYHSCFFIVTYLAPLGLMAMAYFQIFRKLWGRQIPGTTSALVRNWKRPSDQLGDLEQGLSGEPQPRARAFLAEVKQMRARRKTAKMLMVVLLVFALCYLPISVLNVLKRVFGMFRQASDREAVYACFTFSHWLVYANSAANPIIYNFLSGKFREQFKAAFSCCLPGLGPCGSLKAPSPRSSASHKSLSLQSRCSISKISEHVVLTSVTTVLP
OX1R antag-2: human HCRTR1 antagonism | AID 434989 | CHO/OX1R cells, Fluo-8 calcium fluorescence, orexin A | 330,000 tested, 0.43% active | O43613 | inhibition, % at 5 µM;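 active = inhibition above its plate's threshold, mean inhibition of all tested compounds on the plate plus 3 SD, cut at about 37% in these data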;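 also: 0% = orexin A challenge wells and 100% = SB-334867-A antagonist wells; not every result past the cut was called active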
STK33 inh: blocks human STK33 kinase activity; Q9BYT3; purified STK33, MBP phosphorylation, ADP-Glo luminescence; inhibition, % at 10 µM; 320,000 tested, 0.073% active; AID 2661;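 active = inhibition at or above 25%, using the most active replicate where run in duplicate; inactive = inhibition below 25%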
Target sequence (Q9BYT3 whole entry, looked up): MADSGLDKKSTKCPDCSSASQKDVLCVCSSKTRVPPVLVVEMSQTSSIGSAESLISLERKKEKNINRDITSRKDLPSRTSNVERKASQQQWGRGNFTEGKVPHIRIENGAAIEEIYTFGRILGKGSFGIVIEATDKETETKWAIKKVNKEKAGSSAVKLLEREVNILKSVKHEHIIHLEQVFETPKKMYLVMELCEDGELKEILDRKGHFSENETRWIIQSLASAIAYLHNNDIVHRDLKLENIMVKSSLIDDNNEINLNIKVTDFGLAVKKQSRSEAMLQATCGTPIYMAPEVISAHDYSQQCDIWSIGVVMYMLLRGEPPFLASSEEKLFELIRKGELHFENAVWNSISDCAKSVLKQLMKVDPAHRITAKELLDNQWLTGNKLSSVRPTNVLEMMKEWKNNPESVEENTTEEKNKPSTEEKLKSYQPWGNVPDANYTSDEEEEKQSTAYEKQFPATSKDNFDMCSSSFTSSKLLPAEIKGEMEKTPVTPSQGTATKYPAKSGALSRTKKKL
* hit, by the source's call; nt = not tested or not shown.

SMILES	OX1R antag-1	OX1R antag-2	STK33 inh
COc1ccc(NC(=O)CCn2nc(C)cc2C)cc1	32	-33	8.2
COc1ccc(CNCC(O)(c2ccc(Cl)cc2)c2ccc(Cl)cc2)cc1OC	13	-31	0.5
CCOC(=O)c1cnc(-c2ccccc2)nc1Oc1ccc(C)cc1	5	-27	-1.8
CN(C)S(=O)(=O)c1ccc(Cl)c(C(=O)NCCNC(=O)c2cc(S(=O)(=O)N(C)C)ccc2Cl)c1	-9	-6	-1.5
CCOC(=O)N1CCN(C(=O)COc2cc(=O)n(C)c3ccccc23)CC1	11	-12	-1.1
Cc1ccc(S(=O)(=O)NNC(=O)c2cccs2)c(C)c1	5	-9	-1.6
COc1ccccc1CN1CC(C(=O)NCCc2cn[nH]c2)CCC1=O (configuration not stated)	2	-13	2.5
COc1ccc2[nH]c(=O)c(CN(C(=O)c3ccncc3)C(C)C)cc2c1	9	-14	-0.4
Cc1[nH]c2ccccc2c1N=Nc1ccccc1F	22	-11	-1.1
CCc1nnc(NS(=O)(=O)c2ccc(NC(=O)COc3ccc4ccccc4c3)cc2)s1	26	-6	11
O=C1CC(c2cccc(Cl)c2)CC(O)=C1C=NC1CCCC1 (configuration not stated)	21	-10	-0.8
CC(C)(C)c1ccc(NC(=O)COC(=O)c2ccc([N+](=O)[O-])s2)cc1	34	4	1.4
COc1cccc(Nc2nc(N)nc(-c3oc4ccccc4c3C)n2)c1	35	-34	-0.9
CC(=O)Nc1nonc1-c1nc2ccccc2n1N(C(C)=O)C(C)=O	5	-7	0.5
O=S(=O)(Nc1ccccc1)c1cccc2nsnc12	26	-7	-1.6

Arranged by count of non-hydrogen atoms (low to high): part of the list above
SMILES	OX1R antag-1	OX1R antag-2	STK33 inh
Cc1ccc(S(=O)(=O)NNC(=O)c2cccs2)c(C)c1	5	-9	-1.6
CC(=O)Nc1nonc1-c1nc2ccccc2n1N(C(C)=O)C(C)=O	5	-7	0.5
COc1ccc2[nH]c(=O)c(CN(C(=O)c3ccncc3)C(C)C)cc2c1	9	-14	-0.4
CCOC(=O)N1CCN(C(=O)COc2cc(=O)n(C)c3ccccc23)CC1	11	-12	-1.1
COc1ccc(CNCC(O)(c2ccc(Cl)cc2)c2ccc(Cl)cc2)cc1OC	13	-31	0.5

Limited to OX1R antag-1 (2 entries from above):
Compound,OX1R antag-1
CCOC(=O)c1cnc(-c2ccccc2)nc1Oc1ccc(C)cc1,5
CC(C)(C)c1ccc(NC(=O)COC(=O)c2ccc([N+](=O)[O-])s2)cc1,34

(more compounds)
SMILES	OX1R antag-1	OX1R antag-2	STK33 inh
CCNC(=S)N1N=C2c3ccccc3CCC2C1c1ccc(F)cc1 (configuration not stated)	10	-24	-1.3
CC(OC(=O)c1cc(Cl)ccc1[N+](=O)[O-])C(=O)NC(C)c1ccc(F)cc1 (configuration not stated)	11	-30	0.2
Cc1ccc(OCC(O)CN2CCN(c3ccccc3)CC2)cc1 (configuration not stated)	18	-29	-1.0
O/N=C/c1cccnc1Sc1ccccc1	9	-11	-0.2
CCOc1ccc(CN(C(=O)c2ccco2)C2CCS(=O)(=O)C2)cc1 (configuration not stated)	13	-12	-0.8
COc1cc([N+](=O)[O-])ccc1NC(=O)CN1CCOCC1	34	-15	-0.5
CC(C)(C)C(=O)NC(=S)NNC(=O)c1ccncc1	8	-8	-1.7
COC(C(=O)Nc1ccnn1C1CCN(Cc2ccc(Cl)s2)CC1)c1ccccc1 (configuration not stated)	18	-8	-3.3
CCOC(=O)N1CCN(C(=O)CCS(=O)(=O)c2ccc3c(c2)CC(C)N3C(=O)CC)CC1 (configuration not stated)	17	-19	-2.1
COc1cccc2cc(C(N)=O)/c(=N\NC(=O)c3ccccc3)oc12	5	-19	-0.1
O=C(Nc1nc2ccccc2n1CCN1CCOCC1)c1ccc(Cl)cc1	13	-31	0.8
C=CCNC(=O)CSc1nnc(-c2ccncc2)n1CCc1ccccc1	9	-5	0.0
O=c1c(-c2c(O)cc(O)c3c(=O)cc(-c4ccc(O)cc4)oc23)c(-c2ccc(O)cc2)oc2cc(O)cc(O)c12	9	14	0.2
CNS(=O)(=O)c1ccc(NC(=O)c2cncc(Br)c2)cc1	11	5	0.3
CCc1noc(C)c1C(=O)Nc1nc(-c2cc(OC)ccc2OC)cs1	31	-25	-1.0
Cc1cccc(C)c1NC(=O)CSc1nc2c([nH]1)c(=O)n(C)c(=O)n2C	5	5	-1.3
COc1ccc(-c2nc3cnccn3c2NC2CCCCC2)cc1-c1cccc(Cl)c1	14	-58	0.1
Cc1ccc(-n2c(C)nn(CCOc3ccccc3)c2=O)cc1	26	2	-3.7
N#Cc1c(NC(=O)c2cc([N+](=O)[O-])ccc2N2CCOCC2)sc2c1CCCC2	6	-18	0.5
Cc1ccc(-c2nc(C)sc2CC(=O)OCC(=O)Nc2cccc([N+](=O)[O-])c2)cc1	18	-22	nt
Cc1onc(-c2ccccc2Cl)c1C(=O)N(C)CC(=O)Nc1ccc(F)c(F)c1F	20	-19	-0.5
O=C(Nc1ccc(F)cc1)c1ccc(CSc2ccccc2)o1	36	-12	-0.6
COC(=O)c1ccc(NC(=O)CN2CCC(NC(=O)c3ccco3)CC2)cc1	7	-14	1.0
CC(C)C(=O)NCCc1nc2ccccc2n1C	10	-1	-0.5
CC(C)(C)c1cc2cccnc2n1Cc1cccc(F)c1	22	-15	-1.5
CC(C)(C)OC(=O)C[C@@H]1C/C=C\C[C@H](CC(=O)N(CCO)Cc2ccccc2)C(=O)N[C@H](C(C)(C)C)COC1=O	12	-7	0.2
Cc1ccc(S(=O)(=O)Nc2nc(C)c(C(=O)N/N=C/c3ccccc3)s2)cc1	17	-48	-0.1
COc1ccc(OC)c(S(=O)(=O)N2CCC(C(=O)NC3CCCCCC3)CC2)c1	6	-32	-0.6
Cn1c(-c2ccc(C=O)s2)nc2c3ccccc3c3ccccc3c21	16	-23	-1.6
O=C(NCCOc1ccc(Cl)cc1)c1ccc2c(c1)OCCO2	15	-8	3.2
CC(C)Cc1nnc(NC(=O)CCC(=O)Nc2ccc(F)cc2)s1	16	-19	-1.1
COc1ccc(-c2noc(CN(C)S(=O)(=O)c3ccc(C)cc3)n2)cc1	28	-4	-0.7
O=C(NC1CCCC(C(F)(F)F)C1)c1ccc([N+](=O)[O-])o1 (configuration not stated)	20	-15	-0.5
O=C(O)CCC(=O)Nc1ccc(N2CCCCC2)c(C(=O)O)c1	6	-8	0.0
Cc1csc(NC(=O)CN2C(=O)c3ccccc3S2(=O)=O)n1	4	3	0.1
CN(C)C1=NCCN1CCc1ccccc1	16	-5	-0.6
Cc1ccc(S(=O)(=O)NCCn2nc(C)nc2C)cc1	14	-6	0.6
O=C(NCCCl)Nc1ccccc1OCCOc1ccccc1NC(=O)NCCCl	6	-6	-1.2
N#Cc1ccc(COC(=O)Cn2nnc(-c3ccccc3)n2)cc1	31	7	-1.0
O=C(N/N=C\c1cn[nH]c1-c1ccccc1)c1cccs1	18	-8	3.9
CC(c1nc2ccccc2c(=O)[nH]1)N1CCN(C)CC1 (configuration not stated)	0	-16	-0.2
CN1CCN(c2nnc(-c3ccccc3)c(-c3ccccc3)n2)CC1	9	-4	0.5
CC(C)CCN1CCC(Cc2ccccc2)(NC(=O)c2ccccc2)C1=O (configuration not stated)	16	-14	-2.2
COc1ccc(S(=O)(=O)N(C)CC(=O)N2CCCC2)cc1	-11	-16	-0.6
C[C@@H](C(=O)N1CCN(C(=O)OC(C)(C)C)CC1)n1cc(CCC(=O)O)nn1	6	-2	0.8
CC(Nc1c([N+](=O)[O-])c(=O)oc2ccccc12)c1ccccc1 (configuration not stated)	16	-30	-1.9
Cc1ccc(C)c(OCCOCCN2CCOCC2)c1	8	7	1.0
C=CCn1c(SCC(=O)NCc2ccccc2)nnc1C1CCCCC1	12	-24	-0.6
O=C(CS(=O)(=O)c1ccccc1)NCc1ccc(Cl)cc1	16	-8	-1.3
CN(CCOC(=O)c1ccco1)Cc1ccccc1	8	-12	0.7
CN1CCN(C(=O)c2cnn3c(C(F)F)cc(C4CC4)nc23)CC1	20	-29	0.5
O=S(=O)(NC(=NC1CCCCC1)c1ccccc1F)c1ccccc1	8	-21	2.6
Cc1ccc(C(=O)c2ccc(C(F)(F)F)cc2)cc1	7	0	-2.8
Cc1cc(-c2ccccc2)[nH]c(=O)c1S(=O)(=O)c1ccc(Cl)cc1	8	-22	0.2
CC1CCCCN1S(=O)(=O)c1ccc(C(=O)Nc2nnc(C3=COCCO3)o2)cc1 (configuration not stated)	5	-13	-1.3
COc1ccc(CNC(=O)c2cnc3n(c2=O)CCS3)cc1	13	-20	-1.5
N#Cc1ccc(/C=C2\CCn3c2nc2cc(C(=O)O)ccc2c3=O)cc1	22	-27	-1.0
NC1=Nc2cccc3cccc1c23	71*	-4	2.4
CCCCNc1cc(=O)n(C)c(=O)n1C	6	-14	-1.4
CC1(C)c2ccccc2N(CC(N)=O)C12C=Cc1ccccc1O2 (configuration not stated)	0	-17	-0.2
Further records follow:
SMILES	OX1R antag-1	OX1R antag-2	STK33 inh
COc1ccc(C(=O)/C=C/Nc2cccc(C)n2)cc1OC	34	-35	-1.7
Cc1ccc2sc(-c3ccc(NC(=O)CCN4C(=O)c5ccccc5C4=O)cc3)nc2c1	21	-17	1.1
Cc1ccc(C2=NN(C)c3nc4ccccc4n3C2)cc1	39	-53	1.0
CC(=O)Nc1ccccc1O	9	6	-0.4
COc1ccc(CC(NC(C)=O)C(=O)NC2CCN(C(=O)Nc3ccc(C#N)cc3)CC2)cc1OC (configuration not stated)	8	-3	-2.0
COc1ccc(OC)c(NC(=O)Nc2ccc(Cl)cc2)c1	12	-9	0.0
Cc1ccccc1NC(=O)c1cc(S(=O)(=O)N2CCOCC2)cs1	19	-6	-1.6
Cc1cc(/C=N/NC(=O)c2ccc(CN3CCOCC3)cc2)c(C)n1-c1ccccc1	7	-1	0.9
CC(=O)c1cccc(NC(=O)N2CCc3ccccc3C2)c1	3	-25	0.6
Cc1ccc(CN(C(=O)N2CCN(C)CC2)S(=O)(=O)c2ccc(C)cc2)cc1	13	4	-2.1
O=S(=O)(c1ccc(Cl)cc1)N1CCN(C(=S)Nc2ccc(F)c(Cl)c2)CC1	5	-26	-0.4
Cc1ccc(CSc2nnc(CNc3ccc(F)cc3)o2)cc1	9	-32	-0.8
Cc1cc(NC(=O)/C=C/C(=O)N(CC(=O)NC2CCCC2)c2cccc3ccccc23)no1	16	-22	-0.3
CCCCC(CC)C(=O)Nc1ccccc1C#N (configuration not stated)	-1	-9	-3.1
Cc1ccc(C(=O)c2ccc(N3CCOCC3)c(F)c2)cc1	47	-11	-1.4

3 of these compounds in a different format.
Values run as follows: OX1R antag-1, OX1R antag-2, STK33 inh
> Cc1ccccc1NC(=O)c1cc(S(=O)(=O)N2CCOCC2)cs1
    19, -6, -1.6
> CC(=O)c1cccc(NC(=O)N2CCc3ccccc3C2)c1
    3, -25, 0.6
> CC(=O)Nc1ccccc1O
    9, 6, -0.4

The listing continues.
SMILES	OX1R antag-1	OX1R antag-2	STK33 inh
O=C(OCC(=O)N1CCCC1)c1cc(Cl)ccc1[N+](=O)[O-]	54	-3	-2.2
Cc1ccc(C(c2nnnn2CC2CCCO2)N2CCN(Cc3ccccc3)CC2)cc1 (configuration not stated)	11	-43	-0.4
Cc1ccc(C)c(S(=O)(=O)N2CCN(Cc3cc4c(cc3O)OCO4)CC2)c1	5	-4	-0.7
CC1(C)C(N(O)C(=O)Nc2ccc(Cl)cc2)N(c2ccc(Cl)cc2)C(=O)N1CC(=O)NN (configuration not stated)	8	-29	0.2
COc1ccccc1CNC(=O)c1csc(Cc2ccc(Cl)cc2)n1	32	-23	-1.4
CCc1cc(CNC(=O)C2CCC(=O)N(Cc3cccc(F)c3)C2)on1 (configuration not stated)	11	-24	11
Cc1c(C(=O)NCCSCc2c(F)cccc2Cl)cnn1-c1ccc(F)cc1	5	-13	-2.0
CCCC(=O)C1=C(O)C(C(=O)OC)C(C)(C)CC1=NC(C)(C)C (configuration not stated)	9	-16	-1.3
CN=C(Nc1ccc(C(=O)OC)s1)c1ccc(Cl)cc1	23	-19	-0.9
O=C(/C=C/c1ccco1)Nc1ccccc1C(=O)Nc1cccc(C(=O)O)c1	36	-1	0.3
C=C(C)COc1ccc(-c2ncncc2-c2ccc(Br)cc2)c(O)c1	11	-31	-0.4
O=C(Nc1cccc(-c2csc(Nc3ccc(Cl)cc3)n2)c1)c1cc([N+](=O)[O-])cc(C(F)(F)F)c1	10	2	-2.4
COc1ccc(/C=N/N2CCN(C)CC2)cc1OC	-5	-5	-2.6
Cc1ccc(S(=O)(=O)N(C)CC(=O)O/N=C(\N)c2cccc(Br)c2)cc1	5	-14	-1.5
COc1cccc(OC)c1C(=O)Nc1cccc(-n2cnnn2)c1	88*	26	2.3
CC(C)C(NC(=O)c1ccccc1F)C(=O)NCc1ccccc1 (configuration not stated)	19	-34	-1.5

2 entries from above, as labelled records.
Cc1ccc(S(=O)(=O)N(C)CC(=O)O/N=C(\N)c2cccc(Br)c2)cc1
- OX1R antag-1: 5
- OX1R antag-2: -14
- STK33 inh: -1.5
COc1cccc(OC)c1C(=O)Nc1cccc(-n2cnnn2)c1
- OX1R antag-1: 88*
- OX1R antag-2: 26
- STK33 inh: 2.3

The order is random. About 2.2% of those tested had a hit in this group.
